GPR151 activ: human GPR151 activation | Q8TDV0 | AID 1508602 | activation, % at 11.2 µM | PathHunter beta-arrestin GPR151 cells, luminescence | hit rate 1% among 650,000; in the data active = activation above about 4.9%;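 also: 0% = median of compound wells and 100% = cells with positive control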
Target sequence (Q8TDV0 whole entry, looked up): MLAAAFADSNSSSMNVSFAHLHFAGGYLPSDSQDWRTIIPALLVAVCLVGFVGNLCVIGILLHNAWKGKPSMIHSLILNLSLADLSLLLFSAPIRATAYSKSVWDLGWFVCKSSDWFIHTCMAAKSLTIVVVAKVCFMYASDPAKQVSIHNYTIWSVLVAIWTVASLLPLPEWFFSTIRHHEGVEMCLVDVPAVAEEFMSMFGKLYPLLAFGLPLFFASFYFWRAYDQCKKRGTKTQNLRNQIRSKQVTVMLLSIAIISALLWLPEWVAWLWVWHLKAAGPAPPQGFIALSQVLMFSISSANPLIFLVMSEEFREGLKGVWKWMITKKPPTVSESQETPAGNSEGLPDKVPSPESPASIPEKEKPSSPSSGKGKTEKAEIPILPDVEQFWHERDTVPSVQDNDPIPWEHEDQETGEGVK
TEAD-YAP block: TEAD-YAP interaction inhibition; inhibition, % at 9.12 µM; AID 1259422; HEK-TIYL cells, TEAD-Gal4/YAP UAS-luciferase luminescence; hit rate 1.4% among 640,000; in the data active = inhibition above about 32%;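 also: 0% = median of test compound wells and 100% = reference inhibitor wells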
FBW7 act: human FBW7 E3 ligase activation, primary screen; hit rate 0.13% among 650,000; normalized activity (activation), % at 26.1 µM; Q969H0; AlphaScreen FBW7–phospho-cyclin E peptide binding, activator screen; in the data active = normalized activity above about 1.9%;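 also: purified mutant Fbw7 with reduced substrate affinity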
MITF inh: human MITF inhibition, primary screen; inhibition, % at 2.6 µM; hit rate 0.91% among 650,000; AlphaScreen MITF homodimerization, bead proximity signal; in the data active = inhibition above about 50%;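 also: 0% = vehicle wells with protein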
Target sequence (O75030 whole entry, looked up): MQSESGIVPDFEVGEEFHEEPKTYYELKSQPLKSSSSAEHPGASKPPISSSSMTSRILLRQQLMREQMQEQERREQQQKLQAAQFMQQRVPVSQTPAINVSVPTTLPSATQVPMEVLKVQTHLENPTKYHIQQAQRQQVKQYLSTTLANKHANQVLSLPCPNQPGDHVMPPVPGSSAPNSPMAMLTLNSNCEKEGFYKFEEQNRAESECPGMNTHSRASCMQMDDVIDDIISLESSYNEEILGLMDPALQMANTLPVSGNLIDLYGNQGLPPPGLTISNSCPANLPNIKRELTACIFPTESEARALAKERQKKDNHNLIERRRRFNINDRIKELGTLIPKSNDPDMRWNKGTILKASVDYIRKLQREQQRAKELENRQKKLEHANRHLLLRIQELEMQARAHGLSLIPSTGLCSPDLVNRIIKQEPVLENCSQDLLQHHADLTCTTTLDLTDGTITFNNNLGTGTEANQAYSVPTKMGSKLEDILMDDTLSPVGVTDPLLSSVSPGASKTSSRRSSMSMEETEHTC
* = called active by the depositor; . = not tested or not shown.

Structure,GPR151 activ,TEAD-YAP block,FBW7 act,MITF inh
C=CCN1CCN(C(CCC)c2nnnn2C2CCCC2)CC1 (configuration not stated),0.4,0.2,0.1,14.8
CCOc1cccc(NC(=O)c2ccc(S(=O)(=O)N3CC(C)CC(C)C3)cc2)c1 (configuration not stated),2.3,14.5,0.0,4.0
COc1ccccc1N1CCN(C(=O)Oc2ccccc2)CC1,0.1,-5.3,0.1,6.9
c1ccc(CCn2nnnc2CN2CCN(C3CCCC3)CC2)cc1,-0.6,8.3,1.6,8.8
CC(C)(C)c1ccc(C(CC(=O)O)NC(=O)c2ccccc2)cc1 (configuration not stated),0.2,1.5,-0.2,-4.8
O=C1C2C3c4ccccc4C(C(=O)O)(c4ccccc43)C2C(=O)N1c1ccc(F)cc1 (configuration not stated),-1.5,-1.5,0.4,8.4
CC(c1ccon1)N(C)Cc1c(C(=O)N(C)Cc2ccccc2)nc2ccccn12 (configuration not stated),1.0,18.1,0.0,8.8
CN(C)c1cccc(Nc2nc(C(=O)NCCN3CCOCC3)cs2)c1,0.3,1.0,-0.1,-1.4
CC(NC(=O)C1CCCC1)c1ccc(Cl)cc1 (configuration not stated),0.4,-0.7,0.2,15.2
COc1nc(NCCO)nc(-c2csc3ccccc23)n1,-0.6,-33.1,0.7,7.8

Reprinted from the part before: two entries; new compounds follow.
Structure,GPR151 activ,TEAD-YAP block,FBW7 act,MITF inh
CC(NC(=O)C1CCCC1)c1ccc(Cl)cc1 (configuration not stated),0.4,-0.7,0.2,15.2
COc1nc(NCCO)nc(-c2csc3ccccc23)n1,-0.6,-33.1,0.7,7.8
Cc1ncn(-c2ccc(Nc3nccc(-n4cc(NC(=O)Cc5ccccc5)cn4)n3)cc2)n1,0.5,-3.2,0.1,2.0
Cc1cc(=O)[nH]c(Nc2cccc(Cl)c2C)n1,2.2,0.2,-0.2,-6.4
O=[N+]([O-])c1ccc2nc3c4ccccc4n(CCCN4CCOCC4)c3cc2c1,-0.6,-11.8,-0.1,5.3
CCOC(=O)C(CC)Sc1nnc(-c2c[nH]c3ccccc23)n1CCOC (configuration not stated),-0.8,-6.4,0.3,1.9
CC(=O)c1cccc(NC(=O)C2C3C=CC(C4CC34)C2C(=O)O)c1 (configuration not stated),0.7,3.0,0.1,-15.0
COc1ccc(Cl)cc1NC(=O)C(=O)NCc1cccnc1,3.5,-11.9,0.1,0.4
Cc1cccc2cc(C#N)c(NCCO)nc12,-0.8,-2.5,0.1,3.0
CCCc1cc(NCCCN(C)C)n2c(nc3ccccc32)c1C#N,-0.2,-2.7,0.0,7.7
CCCC1(CCC)NC(=O)N(CC(=O)Nc2ccc(F)c(F)c2)C1=O,0.5,0.0,-0.1,3.8
Cn1nc(C(C)(C)C)cc1C(=O)NCc1nc2ccccc2n1C,0.3,25.5,-0.2,-6.2
COC(=O)C1C(c2ccc(OC)cc2)c2c([nH][nH]c2=O)CC1(C)O (configuration not stated),0.6,5.0,0.1,7.3
COC(=O)c1ccccc1NC(=O)c1cccc(OC)c1,0.3,0.5,0.1,2.5
COc1ccc(C2NC(=O)NC(C)=C2C(=O)Nc2ccc(Cl)cc2)c(OC)c1 (configuration not stated),0.4,0.6,0.9,12.4
CCSc1nnc(NC(=O)CSc2nc3ccccc3[nH]2)s1,0.0,10.0,-0.1,-5.1
CCC(=O)c1ccc2c(c1)OCCOCCOCCOCCO2,-0.8,18.6,0.0,8.5
CN(C(=O)CSc1nnc(Nc2ccccc2)s1)C1CCS(=O)(=O)C1 (configuration not stated),1.8,-7.6,-0.1,-8.6
Cc1cc(C(=O)OCC(=O)c2cc(C)n(Cc3ccco3)c2C)c2ccccc2n1,-0.6,-5.2,0.1,-3.3
Cn1c(C(=O)O)c(CC(=O)N2CCN(c3ccccc3F)CC2)c2ccccc21,0.6,-0.9,-0.2,2.6
CC1CCCN(Cc2nc3c(c(=O)n(C)c(=O)n3C)n2CCc2ccccc2)C1 (configuration not stated),-1.6,-3.9,0.7,7.7
Nc1nc(SCC(=O)c2ccc(Cl)cc2)n[nH]1,0.9,0.8,-0.1,7.5

Of the compounds above, these have a Cl atom:
Structure,GPR151 activ,TEAD-YAP block,FBW7 act,MITF inh
CC(NC(=O)C1CCCC1)c1ccc(Cl)cc1 (configuration not stated),0.4,-0.7,0.2,15.2
Cc1cc(=O)[nH]c(Nc2cccc(Cl)c2C)n1,2.2,0.2,-0.2,-6.4
COc1ccc(Cl)cc1NC(=O)C(=O)NCc1cccnc1,3.5,-11.9,0.1,0.4
COc1ccc(C2NC(=O)NC(C)=C2C(=O)Nc2ccc(Cl)cc2)c(OC)c1 (configuration not stated),0.4,0.6,0.9,12.4
Nc1nc(SCC(=O)c2ccc(Cl)cc2)n[nH]1,0.9,0.8,-0.1,7.5

(cont.)
Structure,GPR151 activ,TEAD-YAP block,FBW7 act,MITF inh
COc1ccc(NC(=O)C2CCCCN2S(=O)(=O)c2ccc(F)cc2)c(OC)c1 (configuration not stated),-0.9,2.6,-0.1,-7.4
N#Cc1ccc(-c2cccs2)nc1SCCCOc1ccccc1,-0.1,-11.2,0.4,-9.0
CCc1cc2ccccc2nc1SCC(=O)NNC(=O)c1ccc(OC)cc1,1.5,-5.2,0.2,7.5
O=C(c1cnc(N2CCN(c3ccccn3)CC2)c2ccccc12)N1CCN(c2ccccc2F)CC1,0.2,9.2,0.0,4.7
COc1ccc(/C=C2\SC(=S)N(Cc3ccco3)C2=O)c(OC)c1OC,-1.9,4.9,-0.2,13.0
Cc1cccc(CN2CCC(C(=O)Nc3ccc(Oc4cccnc4)cc3)CC2)n1,-1.4,5.1,-0.2,1.0
CCOC(=O)c1sc(C)c(C(=O)NCCc2ccccc2)c1N,0.2,-74.9,0.0,-8.3
O=[N+]([O-])c1ccc(-n2c(-c3ccccc3)nnc2-c2ccccc2)cc1,-0.2,-3.0,0.0,-7.5
O=C(CCN1C(=O)C2C3C=CC(C3)C2C1=O)Nc1ccc(F)c(F)c1 (configuration not stated),3.0,9.2,-0.1,8.8
CC(=O)Nc1ccc(NC=C(C#N)C#N)cc1,1.6,-3.4,0.2,-5.5
CCN(CC)C(=O)C1CCCN(c2nc(NCCOc3ccccc3)nc(N(CC)CC)n2)C1 (configuration not stated),1.4,-15.8,-0.2,-0.6
CCCc1nnc(SCc2ccccc2F)n1N,1.7,-18.6,0.3,-2.7
Cc1ccccc1OCC(=O)Nc1cccc(NC(=O)C(C)C)c1,-0.7,-7.0,-0.2,0.2
CC1CCN(S(=O)(=O)c2ccc(NC(=O)C(C)Oc3ccc(F)cc3)cc2)CC1 (configuration not stated),1.5,7.9,1.1,17.0
COCCC(=O)Nc1c(-c2ccccc2)c2cc(Br)ccc2[nH]c1=O,3.0,5.2,-0.9,2.9
CCC(CO)Nc1ccc2ncc(-c3cccc(Br)c3)n2n1 (configuration not stated),0.2,0.7,0.1,-4.7
CC1=NN(c2cccc(C(=O)O)c2)C(=O)/C1=C\c1ccc(-c2cc([N+](=O)[O-])ccc2C)o1,-0.9,10.5,-0.3,1.1
CN(C)c1ccc(/C=N/NC(=O)c2nnn(-c3nonc3N)c2-c2ccccc2)cc1,0.6,-10.5,0.0,-11.0
CCOc1ccc(-c2nc(CSCC(=O)NCCC(C)C)c(C)o2)cc1,-0.1,-9.1,-0.1,-2.4
Cn1nc(C(=O)Nc2ccccc2Cl)cc1C(=O)Nc1ccccc1Cl,1.9,-8.9,0.2,-5.7
COC(=O)c1ccc(-n2nc(C)c3c2CC(C)(C)CC3=O)cc1,0.3,-0.3,0.0,-1.9
Cc1sc2nc(C3CC3)n(C3CCN(C(=O)C4CC4)CC3)c(=O)c2c1C,0.1,-12.9,-0.1,-7.1
Cc1cccc(C)c1Nc1nc2ccccc2n2cnnc12,-0.2,-2.0,-0.3,1.9
Cc1oc(C(=O)O)cc1CSCc1oc(-c2ccccc2)cc1C(=O)O,1.9,3.3,0.0,4.0
CCN1CCN(CC(O)COc2ccccc2C(C)=O)CC1 (configuration not stated),-1.7,2.3,0.3,26.7
S=C(NCCc1ccc(Cl)cc1)Nc1ccccc1,0.0,-26.0,0.1,4.0
CC(=O)NC1(c2ccc(F)cc2)CCN(CC(=O)NC2CCCCC2)CC1,1.1,1.9,0.4,-1.8
CCOc1ccc(NS(=O)(=O)c2ccc3c4c(cccc24)C(=O)N3CC)cc1,-0.4,11.8,-0.1,-7.1
COc1cccc2c1NC(C)(C)c1ssc(=Nc3ccc(S(N)(=O)=O)cc3)c1-2,2.9,1.0,-0.1,-2.7
CC(C)(C)CC(=O)NC(=S)NCc1ccco1,0.9,9.4,-0.1,-19.1
COc1ccccc1C(=O)Nc1ccnn1C1CCN(Cc2ccc(OC(C)C)cc2)CC1,-0.4,8.6,-0.1,-4.6
Cn1nc(-c2ccccc2)cc1C(=O)Nc1cccc2ncccc12,0.0,3.4,-0.6,-0.4
O=c1c2cc(O)c(O)cc2oc2cc(O)c(C3OC(CO)C(O)C(O)C3O)c(O)c12 (configuration not stated),0.9,-11.5,-0.3,59.0*
Cc1ccc(CNC(=O)Cn2ncc3c2-c2ccccc2OC3)cc1,0.2,3.0,0.0,4.2
COc1ccc(Cn2c(=O)c3cccnc3n(CC(=O)Nc3ccc(F)cc3)c2=O)cc1,-0.1,11.1,-0.2,1.2
c1ccc(CNc2nc(Nc3ccccc3)nc3c2ncn3C2CCCCC2)cc1,2.8,0.4,-0.1,-5.5
COC(=O)C/C=C/[C@@H](C)[C@@H](/C=N/OC[C@@H](O)COCc1ccco1)OC,-0.9,.,-0.1,-8.4
CN1CCN(c2ccc(-c3cnc(NCc4cccc(Cl)c4)c4nccn34)cn2)CC1,-0.3,-23.8,-0.5,-7.7
O=C1CCCc2c1[nH]c1c(Cl)cccc21,4.0,2.2,0.0,1.6
O=C(NCCCO)c1ccc(/C=N/O)nc1,-0.4,3.1,0.1,18.7
CCC(C)NC(=O)C1=CC(c2cccc(OC)c2)=NS(=O)(=O)N1C (configuration not stated),5.2*,4.8,-0.1,-4.3
COc1ccc(-c2cc(NCc3nc4ccccc4[nH]3)nc(N)n2)cc1,-0.8,10.8,0.0,-1.4
Cc1cccc(C(=O)Nc2ccccc2C(F)(F)F)c1[N+](=O)[O-],-0.8,-16.5,0.8,13.1
Oc1cccc(C2Nc3ccccc3-c3nnc(SCc4ccccc4)nc3O2)c1 (configuration not stated),0.2,-4.2,0.1,15.8
COc1ccccc1OCCCC(=O)Nc1ccc(N2CCOCC2)cc1,-0.4,1.3,-0.1,-2.8
N/C(=N\OCc1cccc(Cl)c1)c1nonc1N,-2.1,-23.9,0.1,-9.7
Cc1ccc(/C=N/NC(=O)CNC(=O)c2ccco2)cc1,-0.2,4.3,0.2,14.5
CCOC(=O)N1CCN(Cc2nnc(-c3ccc4c(c3)OCO4)o2)CC1,0.5,-13.4,0.1,3.3
N#Cc1cc2ccccc2nc1SCc1ccccn1,-1.4,-17.3,0.2,-27.1
CCNC(=O)CCn1nc(-c2ccc(C)cc2)c2ccccc2c1=O,0.1,4.9,0.9,9.4

(continued)
Structure,GPR151 activ,TEAD-YAP block,FBW7 act,MITF inh
CN1C(=O)N(C)C2(c3ccccc3)NNC(SCC(=O)O)=NC12c1ccccc1 (configuration not stated),-0.3,4.5,0.4,6.5
Cc1ccccc1-n1ncc2c(SCC(N)=O)ncnc21,-0.4,3.8,0.0,11.2
CC1(C)CC(=O)C2=C(C1)N(c1sc3c(c1C#N)CCCC3)C(N)=C(C#N)C2c1ccsc1 (configuration not stated),0.3,8.0,0.0,-27.9
Cc1cccc(OCCOc2ccc(C=O)cc2)c1,-1.2,-9.0,-0.1,2.7
O=C(CCSc1ccc(F)cc1)Nc1nccs1,0.1,2.7,0.1,-1.4
COC(=O)C1=C(C)N=C2SC(C)C(=O)N2C1c1ccccc1[N+](=O)[O-] (configuration not stated),-0.2,5.0,0.1,10.4
CC1CCc2c(C(=O)NCc3cccs3)csc2C1 (configuration not stated),0.8,-30.5,-0.1,7.8
O=[N+]([O-])c1cccc(/C=C/c2ccc3cccc(O)c3n2)c1,-1.9,-37.5,-0.1,7.6

Single entries from the results shown:
Cc1cc(C(=O)OCC(=O)c2cc(C)n(Cc3ccco3)c2C)c2ccccc2n1 in FBW7 act has 0.1
CCC(=O)c1ccc2c(c1)OCCOCCOCCOCCO2 in MITF inh has 8.5
CCCC1(CCC)NC(=O)N(CC(=O)Nc2ccc(F)c(F)c2)C1=O in MITF inh has 3.8
